Screening data: PubChem, several laboratories
SR-BI DiI inh = blocks mouse SR-BI lipid uptake from DiI-HDL; Q61009; ldlA[mSR-BI] CHO cells, DiI-HDL uptake fluorescence, 3 h; inhibition, % at 12.5 µM; 320,000 tested, 0.96% active; AID 488896;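 active = mean replicate inhibition of at least 70% and a set share of replicates each scoring 70 or more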;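 also: 0% = median of neutral control wells and 100% = median of positive control wells; values of inactives mirror those of a sister screen read the other way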
Target sequence (Q61009 whole entry, looked up): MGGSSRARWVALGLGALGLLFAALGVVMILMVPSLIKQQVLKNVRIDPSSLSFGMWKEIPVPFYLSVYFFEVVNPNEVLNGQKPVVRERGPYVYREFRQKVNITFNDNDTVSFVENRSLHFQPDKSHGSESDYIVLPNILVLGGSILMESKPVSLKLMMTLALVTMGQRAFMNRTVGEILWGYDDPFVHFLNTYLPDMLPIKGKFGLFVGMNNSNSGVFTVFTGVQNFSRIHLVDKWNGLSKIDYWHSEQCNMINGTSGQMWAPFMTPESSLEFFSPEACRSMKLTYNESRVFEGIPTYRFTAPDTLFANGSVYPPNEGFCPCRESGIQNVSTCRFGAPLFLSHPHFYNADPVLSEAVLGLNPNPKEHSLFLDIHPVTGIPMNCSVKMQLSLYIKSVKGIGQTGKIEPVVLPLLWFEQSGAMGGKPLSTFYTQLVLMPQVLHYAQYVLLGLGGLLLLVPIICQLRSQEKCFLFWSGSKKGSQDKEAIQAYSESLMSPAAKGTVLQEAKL
SR-BI uptake up = SR-BI HDL lipid transfer activation; 320,000 tested, 0.096% active; CHO ldlA[mSR-BI] cells, DiI-HDL uptake fluorescence, 3 h; 100 = double the neutral-control signal; activation, % at 12.5 µM;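 active = mean replicate activation of at least 60% and every replicate at or above 60%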;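 also: 0% = median plate neutral-control signal and 100% = twice that signal; values of inactives mirror those of a sister screen read the other way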
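Assay system: CHO ldlA[mSR-BI] cells, LDL receptor-null, SR-BI overexpressing; medium: Ham's F12 with 0.5% BSA, HEPES 25 mM, pH 7.4; also added: DiI-HDL 10 µg/mL; timing: 3 h uptake period with compound, 37 °C; signal: DiI fluorescence, bottom read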
MITF act = increases MITF-driven TRPM1 promoter luciferase signal; SK-MEL-5 TRPM1-promoter luciferase, 24 h; % of positive control, neutral wells = 0; activation, % at 12.5 µM; 300,000 tested, 0.75% active;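 active = mean activation of at least 80% with every replicate also reaching 80%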;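 also: 0% = neutral control wells and 100% = parthenolide positive control wells; values of inactives mirror those of a sister screen read the other way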
phage Ecoli inh = E. coli growth loss with phage present | AID 651602 | 360,000 tested, 0.26% active | growth absorbance | inhibition, % at 11.9 µM; in the data active = inhibition above about 11%
Wnt bcat act = activates Wnt/beta-catenin signaling in a reporter cell assay; activation, % at 9.35 µM; 300,000 tested, 1.2% active; activator, plate reader; in the data active = activation above about 30%, passing the limit was not always enough;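 also: 0% = neutral control wells and 100% = positive control wells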
CAL PDZ FP-1 = blocks peptide binding to human CAL PDZ domain. 330,000 tested, 0.02% active. Q9HD26. inhibition, % at 20 µM. purified CAL PDZ, TMR-peptide fluorescence polarization, 1 h. AID 504414;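 active = highest replicate inhibition of at least 40%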;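 also: plate controls were DMSO neutral control wells for no effect and unlabeled competitor peptide control wells for full effect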
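material = purified tagged CAL PDZ domain construct (CerCALP) | compound dosing = 20 µM, one dose | times = 1 h at RT | measured by = fluorescence polarization from S- and P-plane intensities, G-factor corrected | read-out = inhibition from polarization loss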
AddAB inh = less growth of phage-infected E. coli with AddAB. E. coli expressing H. pylori AddAB, absorbance growth. inhibition, % at 11.9 µM. 330,000 tested, 0.29% active; in the data active = inhibition above about 12%;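 also: 0% = vehicle wells of infected cells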
Tat transport = blocks Tat-dependent protein export in E. coli. 340,000 tested, 0.036% active. AID 488895. inhibition, % at 10 µM. E. coli MC4100 TorA-mCherry Tat export, fluorescence;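 active = mean replicate inhibition at least 50% and at least half of replicates individually reaching 50%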;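 also: exported cargo escapes ClpAP degradation while cytoplasmic cargo is degraded and loses fluorescence; 0% = median of neutral control wells and 100% = median of NaSCN control wells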
CAL PDZ FP-2 = blocks peptide binding to the human CAL PDZ domain; Q9HD26; purified CAL PDZ, TMR-peptide fluorescence polarization, 1 h; inhibition, % at 24.9 µM; 300,000 tested, 0.92% active; AID 602252;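 active = mean inhibition of at least 30% with at least half of replicates also reaching 30%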;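 also: 0% = DMSO neutral control and 100% = excess unlabeled competitor peptide PRC23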
Ecoli viability = counter-screen for AddAB inhibitors: E. coli growth inhibition; 330,000 tested, 0.27% active; E. coli V3065 growth, OD600 absorbance, 18 h; inhibition, % at 11.9 µM;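 active = inhibition above the campaign's mean inhibition across all tested compounds plus 3 SD, cut at about 9.9% in these data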;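 also: uninfected addAB+ strain grown without phage in ampicillin broth; 0% = DMSO wells and 100% = ciprofloxacin 0.95 µg/ml wells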
An asterisk follows results filed as active; / = no result given. Compounds as they come (roughly 3.6% active in at least one column).

SMILES	SR-BI DiI inh	SR-BI uptake up	MITF act	phage Ecoli inh	Wnt bcat act	CAL PDZ FP-1	AddAB inh	Tat transport	CAL PDZ FP-2	Ecoli viability
O=C(CCl)N(c1ccccc1)c1c[nH]c2ccccc12	-25.2	25.2	-85.4	1.2	/	-0.9	3.3	-0.9	1.9	1.4
Cc1cc(Cl)c(C(=O)Nc2cccc(C(F)(F)F)c2)c(C)n1	60.4	-60.4	/	3.2	1.1	-0.7	2.4	0.3	3.5	3.7
O=C(NCCO)c1cc2c([nH]c3ccccc32)c(-c2ccccc2)n1	/	/	-2.4	0.4	0.2	-9.6	0.5	2.4	-5.2	-1.7
COc1ccc(C2=Nn3c(nnc3-c3ccccc3F)SC2)cc1OC1CCOC1 (centres undefined)	5.8	-17.5	-23.6	0.2	0.6	-3.9	3.6	3.8	-3.5	1.3
S=C(c1ccc2c(c1)OCO2)N1CCN(c2cccc(Cl)c2)CC1	6.4	-6.4	-12.6	3.6	-5.9	-0.6	/	4.3	0.9	/
COc1ccccc1NC(=O)C(=O)NCc1ccccc1Cl	8.6	-8.6	-8.9	2.2	-4.0	0.6	1.4	-3.6	-3.2	1.0
Cc1cc2c(OCC(O)CNC(C)(C)C)cccc2[nH]1 (centres undefined)	1.1	-1.1	/	2.1	-7.7	-0.2	3.7	-5.5	/	1.1
COC(=O)c1ccc(N2CCOCC2)c(NC(=O)Nc2cccc(OC)c2)c1	37.7	-37.7	-9.8	1.6	-2.0	-2.3	2.0	3.4	/	-2.2
CSC1=C(C#N)C(c2ccccc2Cl)C(C(=O)c2cccs2)C(O)(C(F)(F)F)N1 (centres undefined)	-7.0	7.0	-3.5	3.9	/	-0.6	4.0	-3.9	-3.4	-2.5
CC(O)CNc1nc2c(c(=O)n(C)c(=O)n2C)n1CCc1ccccc1 (centres undefined)	0.7	-0.7	-0.1	-0.1	/	0.1	2.0	1.4	-2.5	-2.0
O=C(Cn1cnnn1)Nc1ccccc1Cc1ccccc1	-31.5	31.5	/	3.2	-2.9	-1.1	5.3	-0.2	0.4	2.2
CCC(=O)c1ccc(N2CCCCC2)c(F)c1	8.8	-8.8	33.2	3.2	14.2	-1.5	2.9	-2.4	161.3*	-0.8
CCCn1c(SCC(=O)N2CC(=O)Nc3ccccc32)n[nH]c1=O	6.2	-6.2	-10.2	2.9	-1.8	0.9	-1.1	-7.8	-4.9	1.0
COc1ccccc1CN1CC(C(=O)NC2CCCCC2)CC1=O (centres undefined)	-6.7	6.7	-6.9	0.8	/	0.1	2.1	3.7	-0.6	-0.4
COc1ccc(CCn2c(=N)c(C(=O)N3CCN(C)CC3)cc3c(=O)n4ccccc4nc32)cc1	-7.0	7.0	23.1	-0.2	/	-1.3	3.4	-14.3	0.1	2.5
CCC(C(=O)Nc1cc(C(=O)O)ccc1C)c1ccccc1 (centres undefined)	5.9	-5.9	12.0	3.8	0.3	0.1	2.7	-0.1	/	-0.2
CCN1C(=NCC2CC2)N[C@@H](c2ccccc2)C(C(=O)OC)=C1C	9.8	-9.8	-5.2	2.7	-2.7	-1.3	1.2	-10.0	-5.6	0.3
COc1ccc(NC2=C(C)C(=O)CC2)cc1	0.8	-0.8	-6.4	0.7	/	-0.1	3.5	-8.0	-7.3	2.3
CCc1cc(=O)oc2c(C)c(O)c(CN3CCCCC3)cc12	17.4	-17.4	/	1.1	-0.5	-2.9	3.3	-12.0	-2.0	0.7
CN1CCN(CCOc2ccc(-c3ccccc3)cc2)CC1	-24.0	24.0	59.6	0.8	-0.3	0.1	0.4	-5.9	-2.8	-0.8
COc1ccc(-c2cc(C(=O)Nc3c(C)nn(Cc4ccccc4Cl)c3C)no2)cc1OC	46.2	-46.2	17.6	3.8	/	-3.5	1.2	-1.0	-2.0	2.1
Cc1noc(C)c1CN1C(=O)NC2(CCc3ccccc3C2)C1=O (centres undefined)	-20.0	20.0	/	2.2	1.4	-0.9	1.9	-7.3	-0.4	0.6
O=C(c1ccco1)N1CCN=C1SCc1ccccc1F	-8.0	8.0	22.4	3.5	-3.3	-1.0	5.8	1.8	-1.5	3.2
CCOC(=O)c1c(-c2ccccc2)nc2ccc(Cl)cn12	8.0	-8.0	/	3.5	/	-2.3	1.4	-5.9	-4.4	-2.3
CC1(C)CC(=O)C=C(c2ccc(I)cc2)C1	-0.3	0.3	55.2	1.8	10.1	0.3	0.5	-0.5	-0.9	1.8
Cc1cc(=O)[nH]c2c1c(C)nn2C1CCCCC1	9.7	-9.7	-8.4	-0.9	-1.5	-1.7	0.8	-4.5	6.3	-2.3
COc1ccc(Nc2nc(NCc3ccco3)nc(N)c2[N+](=O)[O-])cc1	/	/	/	2.1	-3.2	/	1.6	/	/	-2.0
Cc1nnc(SCC(=O)NC2CC2)n1CCc1ccccc1	-22.5	22.5	-5.7	2.4	/	/	1.1	-4.1	-2.8	0.9
CC1Cc2cc(C3(O)C(=O)c4ccccc4C3=O)ccc2N1 (centres undefined)	4.7	-4.7	-9.6	2.0	/	-1.7	2.8	-4.7	-2.3	-0.5
O=C(NCC(c1ccc(F)cc1)N1CCOCC1)c1cccc(Br)c1 (centres undefined)	-2.9	2.9	6.7	1.1	-2.4	-2.3	1.4	3.1	-2.2	-1.4
CC1CCN(C(=O)c2ccc(CSc3ccc(Cl)cc3)cc2)CC1	-5.0	5.0	4.5	2.8	-1.0	-3.2	1.7	17.4	-1.6	-0.3
CC1CC(C)CN(C(=O)COC(=O)CCCN2C(=O)c3cccc4cccc(c34)C2=O)C1 (centres undefined)	-14.6	14.6	-11.8	0.0	0.0	-1.8	-0.8	-0.5	-3.1	-0.8
O=C(c1cccc(-c2nnc(-c3ccccc3)o2)c1)N1CCCCC1	-10.1	10.1	50.7	1.1	/	-0.7	1.4	1.8	-0.6	-0.3
O=C(c1ccc(C(F)(F)F)cc1)N1CCN(c2ccc(N3CCOCC3)nn2)CC1	-9.0	9.0	0.9	1.6	-5.8	-0.9	0.7	-4.8	-6.3	-1.8
Cc1ccc(S(=O)(=O)N(C)C)cc1NC(=O)COC(=O)/C(=C/c1ccc(F)cc1)c1cccs1	18.6	-18.5	-7.1	0.7	1.5	0.3	0.3	5.3	-1.0	-2.0
COc1ccc(/C=C(\C#N)C(=O)OCC(=O)Nc2ccc(-c3nc4ccc(C)cc4s3)cc2)cc1	13.3	-13.3	20.2	1.8	13.0	15.2	0.5	-2.0	-4.1	-0.2
COCCC(=O)N1CCc2c([nH]c3ccccc23)C1C(C)(C)C (centres undefined)	1.8	-1.8	-6.8	-1.9	1.4	-1.0	3.5	2.6	/	1.9
CC(Sc1ccccc1F)C(=O)Nc1ccc2c(c1)OCCO2 (centres undefined)	6.6	-6.6	89.2*	0.8	45.1*	-0.3	0.3	-2.0	/	0.1
Cc1cccc(N2CCN(C(=O)CNC(=O)Cc3ccccc3)CC2)c1C	25.4	-25.4	-34.2	0.2	11.2	-0.2	1.5	2.3	2.5	-1.5
COc1ccc(C(=O)NCc2nnc(SCC(=O)N3CCc4ccccc43)n2CCc2ccccc2)cc1	19.3	-19.3	-2.0	0.0	-4.9	-0.2	0.6	-3.7	-1.4	-1.6
Cc1cc(C)c(C)c(S(=O)(=O)N2CCN(C(=O)CCc3nc4ccccc4c(=O)[nH]3)CC2)c1C	14.7	-14.7	-2.1	3.5	-1.7	-0.8	0.6	8.2	/	1.4
COc1ccc(C(=O)NNC(=O)c2ccncc2)cc1	-11.0	11.0	9.1	1.9	/	-1.5	3.0	15.8	1.0	1.1
COc1ccc(C2=NN(C(=O)CSc3nnc(C)c(=O)n3N)C(c3ccco3)C2)cc1 (centres undefined)	24.7	-24.7	24.0	2.4	3.0	-2.3	1.9	4.9	-2.7	0.4
COc1ccc(N2CCN(C(C)C(=O)N(C)Cc3ccccc3)CC2)cc1 (centres undefined)	-5.3	5.3	0.6	0.2	-0.6	-2.8	4.5	7.9	-4.3	2.5
COC(=O)c1cc(OC)c(OC)cc1NC(=O)c1ccc(C)o1	60.2	-60.2	12.0	/	-1.4	-3.0	3.0	-4.9	/	0.1
Cc1csc2nc(CNC(=O)C3CC=CCC3C(=O)O)cn12 (centres undefined)	7.4	-7.4	-1.7	1.4	1.2	-3.5	-1.3	-2.6	-4.0	-0.9
CCOc1ccc(/C=N/Nc2cc(=O)n(C)c(=O)n2C)cc1	-17.6	17.6	-2.3	1.7	0.6	0.4	0.8	-4.2	-1.0	2.2
CCCNC(=O)c1cccc(Br)c1	-26.7	26.7	-13.1	4.4	-0.1	0.5	3.2	4.6	6.0	-0.4
COc1cccc(C(=O)NCCS(=O)(=O)N2CCc3ccccc3C2)c1	-19.3	19.3	0.0	0.7	-0.3	-2.0	4.2	-1.9	-0.2	-0.4
CN(CCNC(=O)c1ccc(CS(=O)(=O)c2c(Cl)cccc2Cl)o1)CCc1ccccc1	-12.1	12.1	6.0	0.0	-1.0	-3.1	0.2	7.0	-4.8	-2.8
COc1ccc(N2CCN(S(=O)(=O)c3cccc(C(F)(F)F)c3)CC2)cc1	11.6	-11.5	1.5	1.2	-1.0	0.4	4.5	4.9	0.7	0.1
Cc1cc(C(=O)Cn2cnc3ccc(Cl)cc3c2=O)c(C)n1C1CC1	42.3	-42.3	17.4	1.9	-0.2	-2.0	/	-6.6	/	/
CC(NC(=O)c1ccccc1Br)c1nnc(SCC(=O)NC2CCCCC2)n1C (centres undefined)	/	/	-3.0	-0.2	-1.1	-2.1	1.8	4.2	4.4	1.1
Cc1ccc(NCc2ccccc2O)cc1	6.1	-6.1	56.2	3.7	/	-0.9	1.4	-11.5	/	-3.4
COc1ccc2oc(C(=O)OCC(=O)NC3(C#N)CCCC3)c(C)c2c1	-23.3	23.3	-2.6	1.6	-0.7	-1.7	0.3	5.3	-3.0	0.5
Cc1c(NS(=O)(=O)c2cccc([N+](=O)[O-])c2)c(=O)n(-c2ccccc2)n1C	11.1	-11.1	-9.8	0.6	2.8	/	-1.2	-0.5	0.3	0.7

Sorted by value in CAL PDZ FP-1 (lowest first): 3 from the list above
compound,SR-BI DiI inh,SR-BI uptake up,MITF act,phage Ecoli inh,Wnt bcat act,CAL PDZ FP-1,AddAB inh,Tat transport,CAL PDZ FP-2
CC(NC(=O)c1ccccc1Br)c1nnc(SCC(=O)NC2CCCCC2)n1C (centres undefined),/,/,-3.0,-0.2,-1.1,-2.1,1.8,4.2,4.4
COc1ccc2oc(C(=O)OCC(=O)NC3(C#N)CCCC3)c(C)c2c1,-23.3,23.3,-2.6,1.6,-0.7,-1.7,0.3,5.3,-3.0
CCCNC(=O)c1cccc(Br)c1,-26.7,26.7,-13.1,4.4,-0.1,0.5,3.2,4.6,6.0

Another view of some results above.
smiles | SR-BI DiI inh | SR-BI uptake up | MITF act | phage Ecoli inh | Wnt bcat act | CAL PDZ FP-1 | AddAB inh | Tat transport | CAL PDZ FP-2 | Ecoli viability
COC(=O)c1ccc(N2CCOCC2)c(NC(=O)Nc2cccc(OC)c2)c1 | 37.7 | -37.7 | -9.8 | 1.6 | -2.0 | -2.3 | 2.0 | 3.4 | / | -2.2
CSC1=C(C#N)C(c2ccccc2Cl)C(C(=O)c2cccs2)C(O)(C(F)(F)F)N1 (centres undefined) | -7.0 | 7.0 | -3.5 | 3.9 | / | -0.6 | 4.0 | -3.9 | -3.4 | -2.5
